Screening data: PubChem, NCI
Growth percent in the NCI-60 one-dose screen (48 h, 10 µM unless noted): 100 = growth as untreated, 0 = no growth, -100 = all killed.
SK-MEL-2: SK-MEL-2 melanoma; actives 4.7% (n = 77,000)
SK-MEL-5: SK-MEL-5 melanoma. actives 6.4% (n = 80,000)
MALME-3M: MALME-3M melanoma | actives 5.8% (n = 78,000) | AID 1794766
HS 578T: HS 578T breast cancer; actives 4.1% (n = 78,000)
LOX IMVI: LOX IMVI melanoma | actives 7.4% (n = 79,000) | AID 1794757
SK-MEL-28: SK-MEL-28 melanoma. actives 4.1% (n = 81,000)
UACC-62: UACC-62 melanoma | AID 1794756 | actives 5.4% (n = 81,000)
UACC-257: UACC-257 melanoma. actives 4.4% (n = 78,000)
Active calls of the source: *; nt = no result given; & = joins results of further samples. Rule for the calls: active = growth percent below 10; inactive = the rest.

#1 Cc1cc[c-]cc1.Fc1c[c-]c(-c2ccccn2)c(F)c1.[Pt+2].c1ccc(P(C[PH+](c2ccccc2)c2ccccc2)c2ccccc2)cc1
#2 CCOC(=O)c1cc2c(n1Cc1cccc(OC)c1)-c1oncc1CCC2
#3 N#C/C(=C\c1ccc(-c2ccccc2)o1)c1ccccc1
#4 O=S(=O)(Oc1ccc(/C=N/N=c2/sc(-c3ccccc3)cn2-c2ccccc2)cc1)C(F)(F)C(F)(F)C(F)(F)C(F)(F)C(F)(F)C(F)(F)F
#5 O=C(Nc1ccccc1)c1cc(-n2cnc([N+](=O)[O-])c2)ccn1
Assay by compound,1,2,3,4,5
SK-MEL-2,4.9*,37,100,110,97
SK-MEL-5,-95*,1.6*,88,105,103
MALME-3M,-16*,-0.8*,88,108,97
HS 578T,40,6.6*,82,115,108
LOX IMVI,19,34,87,105,96
SK-MEL-28,36,48,104,104,117
UACC-62,9.8*,31,76,99,90
UACC-257,-12*,43,100,112,87

#6 Cn1c(=O)cc(N2CCC[C@@H](N)C2)n(Cc2cc(F)ccc2C#N)c1=O
#7 CCOCCOC(=O)Nc1c(Cl)cccc1Cl
#8 COC(=O)/C=C1\S/C(=N\NC(=O)c2cc3ccc2/C=C\c2ccc(cc2)/C=C\3)N(c2ccccc2)C1=O
#9 Cc1c(C(=O)NC(Cc2ccccc2)C(O)C(=O)NCc2ccccn2)[nH]c2ccccc2c1=O (configuration not stated)
#10 C=C(c1ccc(OC)c(N)c1)c1cc(C)nc2ccccc12
Assay by compound,6,7,8,9,10
SK-MEL-2,101,nt,87,105,-24*
SK-MEL-5,110,101,69,103,-55*
MALME-3M,121,96,79,109,50
HS 578T,108,98,78,106,39
LOX IMVI,104,nt,-28*,98,10
SK-MEL-28,100,108,82,103,62
UACC-62,89,108,25,100,24
UACC-257,98,100,69,100,63

#11 CCOC(=O)CC1CSC(N/N=C/c2cccc([N+](=O)[O-])c2)=N1 (configuration not stated)
#12 COc1ccccc1C(=O)Nc1cccc2c1C(=O)C(=O)C=C2
#13 O=C1NCC(Nc2ccccc2Cl)C(=O)N1 (configuration not stated)
#14 COc1cc(NC(=O)CSc2nc3ccccc3c(=O)n2CCc2ccccn2)cc(OC)c1OC
#15 Cc1ccc(S(=O)(=O)N(CCC(=N)N)C(C)C)cc1
Assay by compound,11,12,13,14,15
SK-MEL-2,109,109,111,113,85
SK-MEL-5,105,93,104,93,109
MALME-3M,106,95,101,101,96
HS 578T,106,102,106,nt,110
LOX IMVI,101,63,108,97,96
SK-MEL-28,105,108,105,98,109
UACC-62,104,105,112,90,110
UACC-257,87,106,120,97,106

#16 CCC(CC)COC(=O)c1ccc(Cl)cc1
#17 Cc1ccc2oc(=O)cc(COc3ccc(OCc4ccccc4)cc3)c2c1
#18 CC(C)(C)n1cc(-c2ccnc(NCCNS(=O)(=O)c3ccc(Cl)cc3)c2)c(-c2cccc(F)c2)n1
#19 NNC(=O)CN1C(=O)NC2NC(=O)NC21 (configuration not stated)
#20 N[C@@H](COP(=O)(O)O)C(=O)O
Assay by compound,16,17,18,19,20
SK-MEL-2,111,89,103,108,112
SK-MEL-5,97,100,85,101,109
MALME-3M,105,101,109,103,90
HS 578T,108,96,96,106,106
LOX IMVI,101,101,98,100,nt
SK-MEL-28,116,111,106,105,105
UACC-62,103,86,87,97,96
UACC-257,101,102,110,110,99

#21 CCc1cc2c(cc1Cl)nc1c(=O)[nH]c(=O)nc-1n2CCOCC(C)C
#22 Oc1ccccc1/C=N\NC(=S)Nc1ccc(F)cc1
#23 Cc1ccc(Nc2nc(N)nc3c2CCc2occc2-3)cc1
#24 CC1=C([Se]CC(OC(=O)[C@@H](CSSC(C)(C)C)NC(=O)OC(C)(C)C)C(=O)NC(C)(C)C)C(=O)c2ccccc2C1=O (some centres not stated)
#25 O=C1C(Br)=CC(=Nc2ccc(O)c(C(=O)O)c2)C=C1Br
Assay by compound,21,22,23,24,25
SK-MEL-2,80,18,102,7.8*,108
SK-MEL-5,34,6.1*,93,-98*,nt
MALME-3M,2.2*,nt,102,-66*,115
HS 578T,98,32,115,-11*,114
LOX IMVI,50,nt,92,-62*,100
SK-MEL-28,87,31,97,-96*,104
UACC-62,72,2.3*,95,-88*,111
UACC-257,37,15,97,-60*,106

#26 COc1cc(C)cc2oc3oc(=N)c(-c4csc(-c5ccccc5)n4)cc3c(=O)c12
#27 CC1(O)c2ccccc2N2C(=O)NC(=O)C23OC=CC13 (configuration not stated)
#28 Nc1ccc2c(O)cc(S(=O)(=O)O)cc2c1
#29 C=CC(=O)Nc1cccc(-c2nc(SC)nc(Nc3ccc(OC)cc3)c2C#N)c1
#30 CC(C)C(NC=O)C(=O)O (configuration not stated)
Assay by compound,26,27,28,29,30
SK-MEL-2,122,115,92&108,105,117
SK-MEL-5,98,109,104&97,93,101
MALME-3M,108,101,111&122,95,nt
HS 578T,117,107,96,90,110
LOX IMVI,98,93,93,95,96
SK-MEL-28,108,112,114&101,112,99
UACC-62,100,102,103&94,97,104
UACC-257,105,108,94&101,92,92

#31 CCC(NC1CCN(Cc2ccccc2)CC1)C(N)=O (configuration not stated)
#32 CCOc1ccc(-n2c(CCc3ccccc3)nnc2SCC(=O)N2CCCC2)cc1
#33 COc1cccc(-c2nc3sccn3c2-c2ccnc(NCCNC(=O)Nc3ccccc3)n2)c1
#34 CCC(CC)C(=O)OC(C)COc1ccc(C(C)(C)C)cc1 (configuration not stated)
#35 CCC(C)(C)c1ccc([N+](=O)[O-])cc1
Assay by compound,31,32,33,34,35
SK-MEL-2,104,93,100,101,102
SK-MEL-5,100,88,82,99,107
MALME-3M,93,95,112,94,109
HS 578T,106,nt,nt,110,107
LOX IMVI,93,nt,102,106,93
SK-MEL-28,105,112,108,101,121
UACC-62,94,97,86,nt,101
UACC-257,95,96,119,67,93

#36 Cc1cc([N+](=O)[O-])cc(C)c1OC(=O)Nc1c(Cl)cccc1Cl
#37 COc1cc(-c2n/c(=C\c3c(O)[nH]c4cc(Cl)ccc34)cc3c2=Nc2ccccc2-3)cc(OC)c1OC
#38 CC(C)(C)c1cc(C(C)(C)C)cc(S(=O)(=O)Nc2cccc(C(=O)NCCN)c2)c1
#39 CC(=O)OC(OC(C)=O)c1ccccc1
#40 Oc1c(Br)cc(Br)c2ccccc12
Assay by compound,36,37,38,39,40
SK-MEL-2,117,73,68,nt,nt
SK-MEL-5,93,27,97,113,99
MALME-3M,95,nt,93,111,110
HS 578T,104,50,91,103,nt
LOX IMVI,nt,34,90,100,94
SK-MEL-28,102,43,92,116,109
UACC-62,97,57,91,110,103
UACC-257,94,41,76,97,104

#41 Cc1nc(N)nc(Nc2ccc(CCO)cc2)c1Br
#42 Cc1cccc(N=C(N)N)c1
#43 C#CCNC(=O)[C@H](Cc1ccccc1)NC(=O)[C@]12CC[C@@H](C(=C)C)[C@@H]1[C@H]1CC[C@@H]3[C@@]4(C)Cc5c([nH]c6ccccc56)C(C)(C)[C@@H]4CC[C@@]3(C)[C@]1(C)CC2
#44 Clc1ccc(Sc2ccccc2)cc1
#45 COc1ccc(C2CC(c3cccs3)=NN2c2ccc(S(=O)(=O)NC(=O)Nc3ccc(C)cc3)cc2)cc1 (configuration not stated)
Assay by compound,41,42,43,44,45
SK-MEL-2,102,106,96,124,61
SK-MEL-5,103,96,102,101,61
MALME-3M,104,96,113,123,41
HS 578T,104,90,113,92,96
LOX IMVI,97,82,97,102,100
SK-MEL-28,102,117,102,117,48
UACC-62,96,91,93,94,38
UACC-257,100,71,97,108,41

#46 O=C(CCl)Nc1c[nH]c(=O)[nH]c1=O
#47 Cc1c(Cn2cc(COc3ccc(Br)cc3)nn2)c(C)c(Cn2cc(COc3ccc(Br)cc3)nn2)c(C)c1Cn1cc(COc2ccc(Br)cc2)nn1
#48 COc1ccc(S(=O)(=O)c2ccc3[nH]c(=O)nc(N)c3c2)cc1
#49 CCc1ccc(C(C)(C)C(CC(=O)O)C(=O)O)cc1 (configuration not stated)
#50 N#C/C(=C\c1cccc2ccccc12)C(=O)Nc1sc2c(c1C#N)CCCC2
Assay by compound,46,47,48,49,50
SK-MEL-2,95,88,97,113,92
SK-MEL-5,95,98,111,104,92
MALME-3M,99,89,109,99,100
HS 578T,nt,97,109,109,101
LOX IMVI,90,35,106,92,99
SK-MEL-28,117,94,99,105,100
UACC-62,90,77,105,98,76
UACC-257,81,80,102,90,93

#51 O=C1CSC(c2ccc(Cl)cc2)N1CCc1cccs1 (configuration not stated)
#52 O=C(N/N=C/c1ccc(-c2ccc(O)cc2)o1)c1[nH]c2ccc(Br)cc2c1-c1ccccc1
#53 O=C(OCc1ccccc1OC1O[C@H](CO)[C@@H](O)[C@H](O)[C@H]1O)[C@@]1(O)C(=O)C2C=CC1C1C2C=CC(=O)[C@]1(O)C(=O)OCc1ccccc1O[C@@H]1O[C@@H](CO)[C@H](O)[C@@H](O)[C@@H]1O (some centres not stated)
#54 CCn1c(O)c(C=Nc2ccccc2)s/c1=N/Nc1ncc(CC(=O)Nc2ccccc2C)s1
#55 Nc1ccc(N=Nc2ccc(O)c(C(=O)O)c2)cc1
Assay by compound,51,52,53,54,55
SK-MEL-2,nt,1.8*,114,104,106
SK-MEL-5,91,-83*,109,90,104
MALME-3M,99,-27*,107,105,99
HS 578T,79,nt,97,102,nt
LOX IMVI,97,nt,95,101,110
SK-MEL-28,98,-27*,117,110,119
UACC-62,105,-15*,103,87,nt
UACC-257,99,27,113,112,93

#56 COc1cc(C2CC(c3ccc(Cl)cc3)=NN2C=O)ccc1Oc1ccnc2cc(Cl)ccc12 (configuration not stated)
#57 NC(=Nc1ccccc1)c1ccc2[nH]c3c(c2c1)CCCC3
#58 COc1cccc(/C=C/C(=O)c2c(C)nc3ccccc3c2/C=C/c2ccccc2)c1OC
#59 O=Cc1cccn(-c2ccccc2C(=O)O)c1=S
#60 O=C(Nc1ncnc2nc[nH]c12)NC1CCCCC1
Assay by compound,56,57,58,59,60
SK-MEL-2,87,89,32,107,95
SK-MEL-5,51,87,32,99,98
MALME-3M,64,88,69,102,97
HS 578T,36,88,37,110,92
LOX IMVI,74,78,-59*,101,98
SK-MEL-28,74,100,45,108,91
UACC-62,75,nt,28,98,98
UACC-257,67,77,46,110,nt

#61 CN(C)c1cccc2c(S(=O)(=O)Nc3cccc(-c4csc(NC(=O)CNCCCN5CCOCC5)n4)c3)cccc12
#62 C=C1C(=O)O[C@H]2[C@H]1CC/C(COC(=O)N[C@H]1C[C@H](O[C@H]3C[C@](O)(C(=O)CO)Cc4c(O)c5c(c(O)c43)C(=O)c3c(OC)cccc3C5=O)O[C@@H](C)[C@H]1O)=C\CC[C@@]1(C)O[C@@H]21
#63 COc1ccc(C2N=C(N)NC(Nc3nn[nH]n3)=N2)cc1OC (configuration not stated)
#64 Cc1cccc(C(=O)O)c1
#65 COc1ccc(Cl)cc1NC(=O)c1cc2c([nH]1)-c1nc(NC(=O)C(C)(C)C)sc1CC2
#66 CCOc1ccc(C(C)=O)cc1
#67 CCOC(=O)c1ccccc1OC(=O)NNc1ccccc1
#68 O=C(NO)c1ccc(Cn2c(=O)n(-c3ccccc3)c(=O)c3ccccc32)cc1
Assay by compound,61,62,63,64,65,66,67,68
SK-MEL-2,nt,86,114,110,83,122,33,5.9*
SK-MEL-5,97,68,95,107,55,98,57,16
MALME-3M,85,-29*,97,181,74,111,82,nt
HS 578T,95,73,105,106,44,104,nt,58
LOX IMVI,90,0.6*,93,96,53,99,73,nt
SK-MEL-28,95,9.4*,116,111,94,110,94,-1.5*
UACC-62,91,35,95,102,81,108,21,-25*
UACC-257,nt,61,98,110,94,110,86,nt

Grouped by structure: the entries above with an NH in an aromatic ring (11)
#9 Cc1c(C(=O)NC(Cc2ccccc2)C(O)C(=O)NCc2ccccn2)[nH]c2ccccc2c1=O (configuration not stated)
#21 CCc1cc2c(cc1Cl)nc1c(=O)[nH]c(=O)nc-1n2CCOCC(C)C
#37 COc1cc(-c2n/c(=C\c3c(O)[nH]c4cc(Cl)ccc34)cc3c2=Nc2ccccc2-3)cc(OC)c1OC
#43 C#CCNC(=O)[C@H](Cc1ccccc1)NC(=O)[C@]12CC[C@@H](C(=C)C)[C@@H]1[C@H]1CC[C@@H]3[C@@]4(C)Cc5c([nH]c6ccccc56)C(C)(C)[C@@H]4CC[C@@]3(C)[C@]1(C)CC2
#46 O=C(CCl)Nc1c[nH]c(=O)[nH]c1=O
#48 COc1ccc(S(=O)(=O)c2ccc3[nH]c(=O)nc(N)c3c2)cc1
#52 O=C(N/N=C/c1ccc(-c2ccc(O)cc2)o1)c1[nH]c2ccc(Br)cc2c1-c1ccccc1
Assay by compound,9,21,37,43,46,48,52
SK-MEL-2,105,80,73,96,95,97,1.8*
SK-MEL-5,103,34,27,102,95,111,-83*
MALME-3M,109,2.2*,nt,113,99,109,-27*
HS 578T,106,98,50,113,nt,109,nt
LOX IMVI,98,50,34,97,90,106,nt
SK-MEL-28,103,87,43,102,117,99,-27*
UACC-62,100,72,57,93,90,105,-15*
UACC-257,100,37,41,97,81,102,27

#57 NC(=Nc1ccccc1)c1ccc2[nH]c3c(c2c1)CCCC3
#60 O=C(Nc1ncnc2nc[nH]c12)NC1CCCCC1
#63 COc1ccc(C2N=C(N)NC(Nc3nn[nH]n3)=N2)cc1OC (configuration not stated)
#65 COc1ccc(Cl)cc1NC(=O)c1cc2c([nH]1)-c1nc(NC(=O)C(C)(C)C)sc1CC2
Assay by compound,57,60,63,65
SK-MEL-2,89,95,114,83
SK-MEL-5,87,98,95,55
MALME-3M,88,97,97,74
HS 578T,88,92,105,44
LOX IMVI,78,98,93,53
SK-MEL-28,100,91,116,94
UACC-62,nt,98,95,81
UACC-257,77,nt,98,94
